# ERp5 block: ERp5 (human) disulfide isomerase inhibition; Q15084; inhibition, % at 9.99 µM; AID 651711; ERp5 insulin aggregation, absorbance 650 nm, 90 min; 350,000 tested, 0.05% active;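 active means mean replicate inhibition above about 25%, with every replicate also reaching it, limit read from the data, passing the limit was not always enough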
# Target sequence (Q15084 whole entry, looked up): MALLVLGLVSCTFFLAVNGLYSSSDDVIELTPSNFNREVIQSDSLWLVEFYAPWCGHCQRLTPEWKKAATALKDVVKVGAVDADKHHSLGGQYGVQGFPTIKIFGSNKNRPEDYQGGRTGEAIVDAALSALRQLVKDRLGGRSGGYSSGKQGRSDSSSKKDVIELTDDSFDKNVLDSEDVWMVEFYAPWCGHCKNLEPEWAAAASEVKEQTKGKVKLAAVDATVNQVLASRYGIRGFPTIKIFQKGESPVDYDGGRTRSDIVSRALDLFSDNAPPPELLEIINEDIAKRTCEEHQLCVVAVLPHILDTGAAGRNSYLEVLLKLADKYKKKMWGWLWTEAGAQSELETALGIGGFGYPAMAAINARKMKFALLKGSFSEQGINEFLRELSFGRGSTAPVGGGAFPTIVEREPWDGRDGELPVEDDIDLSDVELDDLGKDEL
# E-sel inducer: induces E-selectin expression in human endothelial cells; AID 686992; activation, % at 7.58 µM; P16581; 260,000 tested, 0.37% active; HUVEC E-selectin immunofluorescence imaging; normalized: neutral wells 0, TNF-alpha wells 100;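 active means mean E-selectin-positive cell signal at least 10% of the positive control, reached in at least 60% of replicates, without over 20% cell loss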;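 further: in these data hits start at about 27%; measured in HUVEC primary endothelial cells; signal is the percent of cells scored E-selectin positive by PE staining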
# Target sequence (P16581 whole entry, looked up): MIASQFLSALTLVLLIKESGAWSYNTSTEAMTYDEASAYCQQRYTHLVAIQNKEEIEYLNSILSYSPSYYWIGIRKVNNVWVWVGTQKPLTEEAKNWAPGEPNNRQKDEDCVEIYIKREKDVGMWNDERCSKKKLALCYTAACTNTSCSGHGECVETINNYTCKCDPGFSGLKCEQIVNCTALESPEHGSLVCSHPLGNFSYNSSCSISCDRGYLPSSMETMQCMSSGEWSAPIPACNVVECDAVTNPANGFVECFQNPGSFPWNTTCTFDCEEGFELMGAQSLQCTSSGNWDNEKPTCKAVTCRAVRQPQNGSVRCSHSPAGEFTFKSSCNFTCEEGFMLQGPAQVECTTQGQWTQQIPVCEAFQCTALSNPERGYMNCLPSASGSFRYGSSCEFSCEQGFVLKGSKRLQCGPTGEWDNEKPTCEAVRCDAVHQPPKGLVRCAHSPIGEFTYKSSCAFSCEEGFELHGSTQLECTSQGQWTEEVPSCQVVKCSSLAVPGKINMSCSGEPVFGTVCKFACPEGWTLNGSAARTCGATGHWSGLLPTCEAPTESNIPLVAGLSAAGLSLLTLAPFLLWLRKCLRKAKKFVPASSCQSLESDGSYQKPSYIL
#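 Test system: HUVEC | Signal: Immunofluorescence imaging | Read-out: Percent E-selectin-positive cells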
# RAD52 anneal inh: blocks human RAD52 DNA annealing; P43351; recombinant RAD52 DNA annealing, FRET fluorescence; inhibition, % at 18.7 µM; 360,000 tested, 0.46% active;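 active means every replicate showing at least 50% inhibition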
# esBAF inh: inhibitors of esBAF chromatin remodeling in mouse ES cells; AID 602393; Bmi1-luciferase knock-in reporter, 24 h; 100% = twice the neutral-well signal; reporter increase, % at 12.5 µM; 350,000 tested, 2% active; in the data active means activation above about 40%;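 further: 0% = median of the plate's neutral control wells and 100% = double that signal; a rise in the Bmi1 reporter signal indicates esBAF inhibition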
# Casp6 inh: caspase-6 (human) enzyme inhibition | P55212 | purified caspase-6, Z-VEID-R110 cleavage fluorescence | inhibition, % at 12.5 µM | 350,000 tested, 0.53% active | AID 686996;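 active means mean inhibition across replicates at least about 35%, with every replicate also reaching that limit, limit read from the data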;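 further: 0% = median of neutral control wells and 100% = no fluorescence left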
# ARNT-TACC3 inh: ARNT/TACC3 interaction disruption | Q9Y6A5 | inhibition, % at 9.99 µM | 390,000 tested, 0.66% active | AlphaScreen His-ARNT PAS-B/GST-TACC3 binding, luminescence; TACC3 fragment carries E629A point mutation;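 active means mean inhibition of replicates at least 50% and at least half of replicates each reaching 50%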;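 further: 0% = complete ARNT plus TACC3 wells and 100% = ARNT alone without TACC3; many hits fall short of the cut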
# RAD54 branch: inhibitors of human RAD54 branch migration | 360,000 tested, 0.14% active | RAD54 Holliday junction branch migration, FAM/BHQ fluorescence | AID 602329 | inhibition, % at 10.4 µM;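 active means mean normalized replicate activity at least 40 and at least half of replicates scoring 40 or more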;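 further: 0% = median of neutral control wells and 100% = median of positive control wells; inhibitors cause a drop in the FAM fluorescence signal; in these data hits start at about 50%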
# PglD DTNB: inhibitors of Campylobacter jejuni PglD acetyltransferase | 360,000 tested, 0.098% active | inhibition, % at 12.5 µM | purified PglD enzyme, DTNB colorimetric CoA detection; in the data active means inhibition above about 16%, passing the limit was not always enough; further: strong numbers were not always called active
# The depositor's hits bear a star; . = no result given.
SMILES,ERp5 block,E-sel inducer,RAD52 anneal inh,esBAF inh,Casp6 inh,ARNT-TACC3 inh,RAD54 branch,PglD DTNB
CCN1CCCc2cc(CN(CCN3CCOCC3)C(=S)Nc3ccc(OC)c(OC)c3)ccc21,-1,-0.8,7,.,-9,9,.,.
CC(C)(C)NC(=O)COC(=O)c1ccc(Cl)cc1O,-5,-0.2,-11,6,-2,0,0,-2
CCOc1c(Br)cc(CNc2ncn[nH]2)cc1OC,.,.,.,1,.,1,-4,-1
CC1=NN(C(N)=S)C(=O)C1N=Nc1ccc(S(N)(=O)=O)cc1 (stereo not given),4,.,-1,2,12,10,2,-3
CC(=O)NC[C@H]1[C@H](c2ccccc2)[C@@H](CO)N1C(=O)Cc1cccnc1,0,0.0,-5,-3,-1,-2,2,-3
O=C1NC(c2ccccc2)=CC(c2ccccc2)N1 (stereo not given),-7,.,10,.,2,-3,4,.
CCn1cc(C(=O)NCCCN(CC(C)C)CC(C)C)c(=O)c2cc(S(=O)(=O)N(C)C3CCCCC3)ccc21,2,.,-11,-6,-5,2,-19,-5
O=C1OCCC1=COCCCCOC=C1CCOC1=O,-2,1.4,-7,-11,.,.,-9,-3
C[C@@H]1CCCCO[C@@H](CN(C)C(=O)c2ccccc2)[C@@H](C)CN([C@H](C)CO)C(=O)c2cc(NC(=O)Nc3ccc(F)cc3)ccc2O1,-4,-0.1,-16,2,0,-5,-3,4
Cc1ccccc1NC(=O)Nc1ccc2c(c1)C(=O)N(C)[C@@H]1CC[C@@H](CC(=O)NCC3CC3)O[C@@H]1CO2,-4,0.0,23,7,1,1,-8,2
NC(=O)N(N)c1nc(N2CCCC2)nc(N2CCCC2)n1,8,.,-13,-5,-2,.,9,-9
COCCNC(=O)CN(Cc1cccs1)C(=O)CCC(=O)Nc1nccs1,0,.,12,-6,0,.,2,-7
C=CCNc1nc(NCc2cccc(OC)c2)c2sc(-c3ccccc3)cc2n1,9,0.3,83*,71*,1,.,-3,2
O=C(OCCOc1ccc(Br)cc1)c1cnccn1,.,.,.,-1,.,-6,7,-3
CCc1ccc(NC(=S)NC(=O)CC(C)C)cc1,1,.,-16,.,-2,0,.,.
C[C@@H]1CN([C@H](C)CO)C(=O)c2cc(NS(=O)(=O)c3cccs3)ccc2O[C@@H]1CN(C)Cc1ccc(C(F)(F)F)cc1,1,-11,-6,-3,0,-5,-8,-1
CCOC(=O)C1CCN(C(=O)COC(=O)c2cc(-c3cccs3)nn2-c2ccccc2)CC1,-1,-2.3,-19,.,1,-2,-6,-1
COC(=O)CC(NC(=O)Nc1ccccc1F)c1ccc2c(c1)OCO2 (stereo not given),3,0.1,-6,10,-1,-2,-2,1
O=C(NCC[C@@H]1CC[C@H](NS(=O)(=O)Cc2ccccc2)[C@@H](CO)O1)C1CCOCC1,4,0.8,-7,1,2,1,-4,-4
COc1ccc(Cc2nnc(N)s2)cc1,.,.,.,-6,.,-3,-11,-2
C[C@@H]1CN([C@@H](C)CO)C(=O)c2cccc(N(C)C)c2O[C@@H]1CN(C)Cc1ccncc1,2,0.8,-5,-9,-1,-5,1,3
O=C(N/N=C/c1ccc2nccnc2c1)c1ccc(Br)cc1,4,0.1,-13,.,1,.,-9,-4
COc1ccc(C(=O)NNC(=O)Cn2nnc(-c3ccc(OC)c(OC)c3)n2)cc1,0,-0.7,-11,.,-4,6,.,.
CCC(=O)N(C)C[C@H]1Oc2ncc(C#CC3(O)CCCC3)cc2C(=O)N([C@@H](C)CO)C[C@@H]1C,9,0.1,-1,2,0,3,0,-6

# Copied from the list:
# `CCC(=O)N(C)C[C@H]1Oc2ncc(C#CC3(O)CCCC3)cc2C(=O)N([C@@H](C)CO)C[C@@H]1C` in ARNT-TACC3 inh has 3
# `CC1=NN(C(N)=S)C(=O)C1N=Nc1ccc(S(N)(=O)=O)cc1` (stereo not given) in ERp5 block has 4
# `CCn1cc(C(=O)NCCCN(CC(C)C)CC(C)C)c(=O)c2cc(S(=O)(=O)N(C)C3CCCCC3)ccc21` in esBAF inh has -6

# The listing continues:
SMILES,ERp5 block,E-sel inducer,RAD52 anneal inh,esBAF inh,Casp6 inh,ARNT-TACC3 inh,RAD54 branch,PglD DTNB
Cn1ccnc1-c1nnn(-c2ccc(F)cc2)n1,2,0.0,-3,-8,2,5,-6,-2
C[C@H](CO)N1C[C@H](C)[C@H](CN(C)C(=O)Nc2ccccc2)Oc2ncc(C#Cc3cccc(F)c3)cc2C1=O,-2,0.0,-4,-14,-4,-3,3,-2
O=C(CCc1ccccc1)NCCSCc1c(F)cccc1Cl,4,-0.2,-3,.,2,-5,-1,-4
COc1ccc(CCNCc2ccc(-c3ccccc3)cc2)cc1OC,-7,0.4,1,6,2,9,-5,5
COc1ccccc1-c1cn(CC[C@H]2CC[C@H](NC(=O)C3CCC3)[C@@H](CO)O2)nn1,7,0.9,8,-17,3,-1,10,1
COc1ccc(CNC(=O)c2cnn3c(C(F)F)cc(C)nc23)cc1OC,2,0.1,-8,1,-1,7,-5,0
COC(=O)C1N[C@@H]([C@@H](NC(=O)COc2ccccc2)C(=O)NCc2ccc(OC)cc2)SC1(C)C (stereo not given in full),7,21,-14,3,-3,-1,3,4
CCC(C)[C@@H](CN)NCC1(c2ccccc2)CC1 (stereo not given in full),2,-0.2,11,0,-6,-8,-3,2
CO[C@H]1CN(C)C(=O)c2ccc(NS(=O)(=O)c3cccc(F)c3)cc2OC[C@@H](C)N(C(=O)Cc2cccnc2)C[C@H]1C,1,-0.3,-6,-1,0,5,8,-2
Cc1ccc(S(=O)(=O)N(C)C[C@@H]2OCCCC[C@@H](C)Oc3ccc(NC(=O)Nc4c(C)noc4C)cc3C(=O)N([C@@H](C)CO)C[C@H]2C)cc1,19,.,-14,-4,1,3,-3,0
N#C[C@H]1[C@H](c2ccccc2C2=CCCCC2)[C@@H](CO)N1C(=O)NC1CCCCC1,-7,0.0,-8,.,0,.,.,.
CCN1CCN(CCCNC(=O)c2ccc3c(=O)n(CCc4ccccc4)c(=O)[nH]c3c2)CC1,-5,.,-10,3,-10,2,2,-1
O=C(NN1C(=O)c2ccccc2NC1c1ccco1)c1ccc([N+](=O)[O-])cc1 (stereo not given),-3,-1.1,-11,.,.,2,.,.
CC(C)N(C(=O)COC(=O)c1cncc(Br)c1)C(C)C,3,-0.1,-12,-6,-1,1,-4,-1
Nc1ncnc2c1ncn2-c1ccccc1Cl,0,.,-5,4,-2,1,-1,-1
CCCn1c(SCC(=O)Nc2ccc(F)c(Cl)c2)nc(O)cc1=O,-1,.,-31,-10,3,7,-4,1
CC(=O)Nc1cc(-c2ccccc2F)cn2c(-c3ccccc3)cnc12,-7,0.2,-51,-1,3,.,6,-1
CN1C(=O)c2cc(NC(=O)Nc3ccccc3F)ccc2OC[C@H]2O[C@@H](CC(=O)NCc3ccc(-c4ccccc4)cc3)CC[C@H]21,12,0.1,-19,2,0,-5,8,1
COC(=O)CC1C(=O)NCCN1C(=S)NC(=O)c1ccccc1[N+](=O)[O-] (stereo not given),.,.,.,-3,.,-1,8,1
COC(=O)c1cn(NC(=O)CCC2CCCC2)c(=O)c2ccccc12,.,.,.,-7,.,-11,7,10
CC1(C)Cc2nc3oc4c(=O)n(CC(=O)Nc5ccccc5)cnc4c3cc2CO1,3,-0.1,-13,8,-1,3,-11,2
COc1ccc(CCNC(=O)Cn2cc(C(F)(F)F)cc(Cl)c2=O)cc1OC,-2,.,-14,.,2,-6,.,.
COc1ccc2oc(C(=O)OCC(=O)Nc3ccc(N4CCOCC4)cc3)c(C)c2c1,-4,1.0,-7,.,9,2,.,.
CC(C)C(=O)Nc1ccc(COc2ccccc2CN(Cc2ccccc2)C(=O)OC(C)(C)C)cc1,5,-0.2,-20,3,1,-2,2,3
O=C(O)C[C@H]1C[C@@H]2c3cc(NC(=O)C4CCOCC4)ccc3O[C@@H]2[C@H](CO)O1,8,-0.1,-12,.,1,.,.,.
COC(=O)C[C@@H]1CC[C@H]2[C@@H](COc3ccc(NC(=O)Nc4cccc(C)c4)cc3C(=O)N2C)O1,0,0.2,12,6,-1,-5,7,-2
CSc1cccc(NC(=O)C2CCN(S(C)(=O)=O)CC2)c1,.,.,.,2,.,-23,-18,3
COc1ccc(S(=O)(=O)N[C@@H]2CC[C@H](CCn3cc(C(C)C)nn3)O[C@H]2CO)cc1,0,-0.5,-14,-2,0,-15,2,20
CCOc1ccccc1C(=O)NC(C)c1ccc2c(c1)OCO2 (stereo not given),.,.,.,-7,.,-2,4,-1
Cc1cc2oc(=O)cc(CN3CCN(c4ccccc4)CC3)c2cc1Cl,3,0.0,-10,1,1,.,-3,-5
COc1cccc(S(=O)(=O)N(C)C[C@@H]2Oc3cc(C4=CCCC4)ccc3S(=O)(=O)N([C@@H](C)CO)C[C@H]2C)c1,-1,-0.3,-11,2,-1,26,-3,-2
CCCNC(=O)N1[C@@H](C#N)[C@H](c2ccc(C3=CCCCC3)cc2)[C@@H]1CO,0,-0.5,-11,3,-1,-1,-1,-1
O=C(CN1CCN(c2ccc(F)cc2)CC1)Nc1nccs1,2,1.1,-18,-1,-1,-2,-4,-3
Cc1c(Cc2ccccc2)c(=O)oc2c(C)c(OCC(=O)Nc3ccc(C#N)cc3)ccc12,6,.,-18,.,-2,-5,-2,4
c1ccc(C2[C@H]3CN(Cc4cccnc4)[C@H](c4ccccc4)C34CC2(c2cccnc2)C4)cc1 (stereo not given in full),-1,.,-136,-3,1,-1,-2,5
O=C(O)c1nn(CC(=O)N2CCN(c3ccccc3)CC2)c(=O)c2ccccc12,2,0.2,7,0,3,-5,5,1
Cc1ccc(C)c(-c2nn(-c3cc(N4CCN(CCO)CC4)ccc3[N+](=O)[O-])c(=O)c3ccccc23)c1,-4,.,-11,1,-1,26,25,1
O=C(c1ccco1)N1CCN(Cc2cn[nH]c2-c2ccc(F)cc2F)CC1,2,0.1,-20,.,2,-2,.,.
COc1ccc(S(=O)(=O)Nc2cccc3c2O[C@@H](CN(C)C(=O)NC2CCCCC2)[C@@H](C)CN([C@@H](C)CO)C3=O)cc1,-5,-0.1,-16,2,0,-1,-7,-2
Cc1ccc(C(=O)N/N=C/c2c[nH]c3ccccc23)o1,2,0.0,-21,12,-1,-7,-8,8
Cc1ccccc1S(=O)(=O)Nc1nc2ccccc2nc1N1CCOCC1,.,.,.,-3,.,-2,-3,-4
C=C(C)C1CC=C(C)/C(=N/NC(=O)CNc2ccc(OCC)cc2)C1 (stereo not given),-3,.,-4,-2,0,1,-6,-2
O=C(Nc1cccnc1)c1ccc2c(c1)OCO2,.,.,.,21,.,2,-1,2
CCC1(c2ccc(F)cc2)NC(=O)N(CC(=O)N2CCN(C(=O)c3ccco3)CC2)C1=O (stereo not given),-4,0.2,-16,-9,2,1,-4,6
O=C(OCc1nc2scc(-c3ccccc3)c2c(=O)[nH]1)c1cc([N+](=O)[O-])ccc1Cl,2,4.5,-29,.,0,-4,.,.

# Full records, looked up by structure.
# `CCOC(=O)C1CCN(C(=O)COC(=O)c2cc(-c3cccs3)nn2-c2ccccc2)CC1` is listed with ERp5 block: -1; E-sel inducer: -2.3; RAD52 anneal inh: -19; esBAF inh: .; Casp6 inh: 1; ARNT-TACC3 inh: -2; RAD54 branch: -6; PglD DTNB: -1
# `CC(=O)NC[C@H]1[C@H](c2ccccc2)[C@@H](CO)N1C(=O)Cc1cccnc1` is listed with ERp5 block: 0; E-sel inducer: 0.0; RAD52 anneal inh: -5; esBAF inh: -3; Casp6 inh: -1; ARNT-TACC3 inh: -2; RAD54 branch: 2; PglD DTNB: -3
# `Cc1ccc(C)c(-c2nn(-c3cc(N4CCN(CCO)CC4)ccc3[N+](=O)[O-])c(=O)c3ccccc23)c1` is listed with ERp5 block: -4; E-sel inducer: .; RAD52 anneal inh: -11; esBAF inh: 1; Casp6 inh: -1; ARNT-TACC3 inh: 26; RAD54 branch: 25; PglD DTNB: 1

# High-throughput results from PubChem BioAssay.
